L3MBTL1 inh: blocks human L3MBTL1; AlphaScreen L3MBTL1–H3K9me1 peptide binding; 230,000 compounds, 0.66% hits; Q9Y468; Potency, µM (highest dose often 57.1 µM), for inactives: at the highest dose activity, negative = inhibition, actives largely listed as inhibitors; note: nearly all actives have a fitted effect of over 60% in size
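AlphaScreen proximity signal between nickel-chelate acceptor and streptavidin donor beads (final 10 ug/mL) reports binding of 50 nM L3MBTL1 to 75 nM biotin-H3 K9me1 peptide; complex incubated with compounds 30 min at room temperature; cefsulodin titration as control.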
Tau fibril ThT: tau fibrillization inhibition (ThT binding); P10636; recombinant tau K18 P301L, heparin-induced fibrillization, ThT fluorescence; Potency, µM (top dose mostly 57.4 µM), without a hit: top-dose activity, negative = inhibition, actives largely listed as inhibitors; 270,000 compounds, 2.1% hits; note: nearly all actives have a fitted effect of over 55% in size
Target sequence (P10636 561-689 P618L limits assumed): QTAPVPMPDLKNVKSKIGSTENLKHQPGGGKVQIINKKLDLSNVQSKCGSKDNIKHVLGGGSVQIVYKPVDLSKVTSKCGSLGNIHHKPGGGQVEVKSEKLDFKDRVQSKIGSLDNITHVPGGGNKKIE
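K18 P301L tau (15 uM + 0.24 uM Alexa 594-tagged), heparin 20 uM, NaOAc pH 7, 6 h 37 C; ThT 30 uM, 1 h RT, ex 450/em 510 nm.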
TexasRed fluor: counter-screen for TRb-SRC2 inhibitors: fluorescence interference; TRb/SRC2 Texas Red total fluorescence interference; Potency, µM (doses to about 106 µM), for the others: at the highest dose fluorescence change, negative = quenching; 280,000 compounds, 0.29% hits; active = well fitted curve in either direction with a large enough effect; inconclusive = small, poorly fitted or top-dose-only effect
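Flags fluorescent or light-absorbing compounds by total fluorescence, S + 2P, at 555 nm excitation and 632 nm emission. Mixture: 20 nM Texas Red SRC2 peptide, 0.6 uM human TRb LBD, 1 uM T3, 5% DMSO; compound exposure 5 h at ambient temperature.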
Tau FP inhib: inhibitors of human tau fibril formation | AID 1468 | K18 P301L tau heparin fibrillization, Alexa594 FP, 6 h | 280,000 compounds, 0.39% hits | Potency, µM (top dose mostly 57.7 µM), for inactives: at the top dose activity, negative = inhibition, hits mostly inhibitors | P10636; note: nearly all actives have a fitted effect of over 55% in size
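Read-out: fluorescence polarization of Alexa 594-labeled tau (0.24 uM), 555 nm excitation, 632 nm emission. Mixtures held 15 uM unlabeled K18 P301L, compound and 20 uM heparin, pH 7 acetate buffer, incubated 6 hr at 37 C.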
Tau fluor cs: counter-screen for tau fibril formation inhibitors. tau K18 P301L (four-repeat tau fragment) Alexa594 fluorescence, heparin fibrillization. Potency, µM (doses to about 57.7 µM), without a hit: at the highest dose activity change, negative = decrease. 280,000 compounds, 0.93% hits. AID 1463; note: nearly all actives have a fitted effect of over 55% in size
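Human K18 P301L tau (15 uM unlabeled plus 0.24 uM Alexa 594-labeled, final) in 100 mM sodium acetate pH 7 was mixed with compound and 20 uM heparin and incubated 6 hr at 37 C.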
aGal spleen mod: alpha-galactosidase A (human) modulation; P06280; human spleen homogenate, 4MU-alpha-Gal fluorescence, 40 min; Potency, µM (series often up to 80 µM), for the others: top-dose activity change, negative = inhibition, hits mostly inhibitors; 240,000 compounds, 0.008% hits; AID 2107;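 note: 0% = enzyme with vehicle and -100% = no enzyme basal signal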
Target sequence (P06280 32-429 limits assumed): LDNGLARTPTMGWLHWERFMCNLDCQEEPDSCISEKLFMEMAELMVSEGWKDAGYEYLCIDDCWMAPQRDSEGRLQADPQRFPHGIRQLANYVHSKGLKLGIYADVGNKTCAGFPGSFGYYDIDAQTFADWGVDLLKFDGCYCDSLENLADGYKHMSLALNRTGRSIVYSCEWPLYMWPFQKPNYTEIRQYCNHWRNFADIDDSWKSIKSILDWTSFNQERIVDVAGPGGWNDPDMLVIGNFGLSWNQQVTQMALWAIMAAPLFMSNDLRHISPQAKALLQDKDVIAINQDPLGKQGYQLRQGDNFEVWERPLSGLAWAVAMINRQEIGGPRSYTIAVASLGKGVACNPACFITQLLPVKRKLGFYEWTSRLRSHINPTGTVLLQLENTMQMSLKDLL
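Human spleen homogenate (1 ug) as enzyme source, 4-methylumbelliferyl-alpha-D-galactopyranoside 1 mM final, citrate/phosphate pH 5.0 with 0.01% Tween-20. Compounds 40 min at 37C, NaOH/glycine stop; fluorescence Ex 365/Em 440, Hill-fit AC50.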
TRb-SRC2 inh: TRbeta-SRC2 interaction inhibition; P10828; TRbeta-SRC2 peptide binding, fluorescence polarization; receptor liganded with 1 µM T3; Potency, µM (titrated, usually from 106 µM), for inactives: top-dose activity change, negative = inhibition, most hits filed as inhibitors; 280,000 compounds, 0.065% hits; AID 1469;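 note: plate controls were bound peptide for no effect and peptide without receptor for full effect; nearly all actives have a fitted effect of over 50% in size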
Target sequence (P10828 whole entry, looked up): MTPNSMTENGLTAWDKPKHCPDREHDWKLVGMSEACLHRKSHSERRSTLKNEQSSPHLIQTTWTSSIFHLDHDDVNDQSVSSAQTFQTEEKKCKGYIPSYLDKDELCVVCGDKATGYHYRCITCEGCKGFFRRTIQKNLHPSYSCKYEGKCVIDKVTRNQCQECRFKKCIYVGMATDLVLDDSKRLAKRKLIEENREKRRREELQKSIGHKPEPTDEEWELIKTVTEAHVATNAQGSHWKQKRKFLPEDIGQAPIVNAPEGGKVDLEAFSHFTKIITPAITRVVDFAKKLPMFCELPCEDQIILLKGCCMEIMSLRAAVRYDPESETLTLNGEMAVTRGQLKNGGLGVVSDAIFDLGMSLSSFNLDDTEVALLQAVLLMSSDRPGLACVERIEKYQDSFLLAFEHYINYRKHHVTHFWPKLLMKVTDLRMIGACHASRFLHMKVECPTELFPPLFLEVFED
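Human TRb LBD (0.6 uM) plus Texas Red-labeled SRC2 peptide (20 nM), 1uM T3, 5% DMSO, 5 hr at ambient temperature. Decreased polarization (555/632 nm) flags inhibition; data normalized to free and bound peptide controls.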
ALDH1A1 block: ALDH1A1 (human) enzyme inhibition; 220,000 compounds, 7.3% hits; Potency, µM (series often up to 75.3 µM), for the others: top-dose activity, negative = inhibition, usual class: inhibitors; P00352; Purified ALDH1A1, NADH fluorescence, propionaldehyde substrate; AID 1030; active = well fitted inhibition curve with a large enough effect, not every such curve was filed as active; inconclusive = small, poorly fitted or top-dose-only effect, or another doubt; inactive = no such curve, though single readings can be large or run the other way;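 note: plate controls were no enzyme wells and a reference inhibitor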
* marks the source's active call; other numbers are inactive results; u = inconclusive; x = not tested or not shown; & = joins results of further samples; [ ] = another dose, or the depositor's remark. Unless noted, calls come from the whole dose curve; as a rule, active = well fitted curve in the direction sought with a large enough effect; inconclusive = small, poorly fitted or top-dose-only effect, or another doubt; inactive = no such curve, though single readings can be large; an effect the other way counts as inactive or inconclusive. Unless noted, % is set by controls: 0 for no effect and ±100 for the full control effect; potency is the fitted concentration of half-maximal effect. Rows were taken by chance; 8.5% or so of the library scored in one or more.

SMILES	L3MBTL1 inh	Tau fibril ThT	TexasRed fluor	Tau FP inhib	Tau fluor cs	aGal spleen mod	TRb-SRC2 inh	ALDH1A1 block
Cc1ccc(C2(CCN)CCOC(C(C)C)C2)cc1 (stereo unspecified)	9%	3%	4%	-3%	3%	1%	-19%	6%
CN(C)CCNC(=O)c1ccc2c(c1)NC(=O)C(CS(=O)(=O)Cc1cccc(Br)c1)N2 (stereo unspecified)	x	-12%	0%	u	-15%	x	-9%	x
COC(=O)Cc1c(C)c2ccc(O)c(CN3CCCC(C)C3)c2oc1=O (stereo unspecified)	x	-8%	0%	1%	-10%	u	-11%	u
O=C(O)c1cccc(OCc2ccccc2Cl)c1	-2%	-6%	-3%	11%	1%	-4%	-7%	1%
CCOC(=O)c1cc(-c2ccc(F)cc2)n(CC(=O)NCc2ccc(OC)cc2)c1C	x	1%	-3%	-6%	-4%	x	-4%	x
O=c1cc(-c2cccc3ccccc23)[nH][nH]1	-10%	-15%	-6%	1%	-11%	0%	7%	11%
CC(NC(=O)C1CCN(S(=O)(=O)N2CCCCCC2)CC1)c1ccccc1 (stereo unspecified)	1%	-16%	4%	-8%	-11%	3%	-4%	u
CN(C)c1ccc(C(CNC(=O)c2ccccc2F)N2CCc3ccccc32)cc1 (stereo unspecified)	x	u	-3%	1%	u	x	0%	x
COCCCN1C(=O)C(=O)/C(=C(/O)c2ccccc2)C1c1ccc2c(c1)OCO2 (stereo unspecified)	-4%	-7%	0%	10%	-3%	-1%	-4%	9%
COC(=O)c1ccc(NC(=O)CCc2c(C)nc3c(c(C)nn3C(C)(C)C)c2C)cc1	x	-14%	0%	u	u	x	2%	x
COC(=O)c1ccc(NC(=O)c2ccc(N(C)S(C)(=O)=O)cc2)cc1	52%[activator][11.4 µM]	5%	3%	4%	0%	4%	4%	u
Oc1c(C=NCc2ccccc2)sc2ccccc12	-1%	u	-2%	4%	-6%	-9%	8%	-4%
COc1cccc(CNc2ccc3nc(-c4ccc(N)cc4)c(OC)n3n2)c1	x	u	0%&-2%	2%&5%	-25%&-13%	-3%&-24%	3%&-3%	-9%&-8%
Cc1ccn2c(C=O)c(-c3ccc(F)cc3)c(C=O)c2c1	4%	-12%	2%	9%	-7%	1%	4%	13µM*
COCCNC(=O)CN(c1ccc(C)cc1)S(=O)(=O)c1ccccc1	-2%	6%	0%	8%	4%	-5%	-15%	10%
Cc1ccc(C(=O)N2CCN(c3ncccn3)CC2)cc1S(=O)(=O)N1CCCCC1	-8%	-2%	-1%	6%	-6%	-3%	5%	-8%
CCC1CCc2[nH]nc(C(=O)O)c2C1 (stereo unspecified)	x	-8%	-8%	-2%	-11%	-6%	-2%	5%
CCOC(=O)c1cc(-c2ccc(C)cc2)nn1Cc1ccccc1	x	-10%	-1%	-9%	-13%	x	-1%	x
CC(C)(C)CN1CCNC(=O)C1CC(=O)N1CCOc2ccccc2C1 (stereo unspecified)	5%	-5%	-3%	0%	-2%	23%	3%	u
Cc1cc(C)c(S(=O)(=O)NCC2CCC(C(=O)NCc3ccc4c(c3)OCO4)CC2)c(C)c1 (stereo unspecified)	5%	-1%	-2%	-1%	-6%	4%	1%	28µM*
CCOc1ccc(NC(=O)CC2C(=O)N(C)C(=S)N2Cc2ccc3c(c2)OCO3)cc1 (stereo unspecified)	-29%	-10%	-3%	0%	u	4%	-14%	u
CCc1ccc(NC(=O)C2CC(=O)N(C(C)C)C2)cc1 (stereo unspecified)	4%	6%	-1%	-11%	-4%	10%	1%	-2%
O=c1cc(COc2ccc(Cl)c(Cl)c2)nc2sccn12	-19%	u	-3%	3%	5%	7%	0%	-7%
COc1ccc(Nc2nnc(SCc3cn4c(C)cccc4n3)s2)cc1	-6%	u	11%	9%	-28%	-8%	-3%	9%
CC(C)c1ccc(NC(=O)Nc2csc3c2CCCC3)cc1	x	u	-26%	-2%	u	x	4%	x
COc1ccccc1-c1noc(CSc2nnc(Cc3ccccc3)n2-c2ccc(C)c(C)c2)n1	x	-17%	4%	10%	-16%	x	9%	x
Cc1cc(NC(=O)CCC(=O)N(CC(=O)NC2CCCC2)c2ccccc2)no1	-5%	-3%	1%	7%	3%	-3%	-1%	-8%
CCOc1cc(C(=O)Nc2c3c(nn2C(C)(C)C)CS(=O)C3)cc(OCC)c1OCC (stereo unspecified)	5%	u	-2%	-8%	-3%	-2%	-5%	8%
Cc1ccc(SCCC(=O)Nc2c(C)n(C)n(-c3ccccc3)c2=O)cc1	x	-10%	-1%	0%	-9%	4%	-9%	4%
O=C(NCc1ccco1)C1CCN(C(=O)N2CCOc3ccc(Cl)cc32)CC1	x	20µM*	4%	u	u	x	-2%	x
CC1(C)CN=C(N(Cc2ccccc2)C(=O)Nc2ccccc2)S1	-5%	6%	1%	-6%	9%	0%	-6%	6%
CCc1cc2ccc(C)cc2nc1SCC(=O)c1ccc(NC(C)=O)cc1	-6%	-14%	-4%	u	u	5%	5%	25µM*
CCCCC(=O)Nc1cc(OCC)c(NC(=O)c2ccccc2[N+](=O)[O-])cc1OCC	15%	-4%	0%	7%	-10%	4%	-27%	1%
CC(OC(=O)c1cccs1)C(=O)NCC1CCCO1 (stereo unspecified)	-2%	6%	-3%	-2%	0%	5%	-17%	9%
CC(=O)Nc1ccc(C(=O)NNS(=O)(=O)c2ccc(C)cc2)cc1	1%	8%	-4%	1%	12%	0%	-2%	-3%
Oc1c(C(c2ccccc2F)N2CCOCC2)sc2nc(-c3ccco3)nn12 (stereo unspecified)	x	-2%	1%	-7%	-2%	x	4%	x

Complete entries from above:
CCOc1cc(C(=O)Nc2c3c(nn2C(C)(C)C)CS(=O)C3)cc(OCC)c1OCC (stereo unspecified) is listed with L3MBTL1 inh = 5%; Tau fibril ThT = u; TexasRed fluor = -2%; Tau FP inhib = -8%; Tau fluor cs = -3%; aGal spleen mod = -2%; TRb-SRC2 inh = -5%; ALDH1A1 block = 8%
O=C(NCc1ccco1)C1CCN(C(=O)N2CCOc3ccc(Cl)cc32)CC1 is listed with L3MBTL1 inh = x; Tau fibril ThT = 20µM*; TexasRed fluor = 4%; Tau FP inhib = u; Tau fluor cs = u; aGal spleen mod = x; TRb-SRC2 inh = -2%; ALDH1A1 block = x
CCCCC(=O)Nc1cc(OCC)c(NC(=O)c2ccccc2[N+](=O)[O-])cc1OCC is listed with L3MBTL1 inh = 15%; Tau fibril ThT = -4%; TexasRed fluor = 0%; Tau FP inhib = 7%; Tau fluor cs = -10%; aGal spleen mod = 4%; TRb-SRC2 inh = -27%; ALDH1A1 block = 1%

Continued:
SMILES	L3MBTL1 inh	Tau fibril ThT	TexasRed fluor	Tau FP inhib	Tau fluor cs	aGal spleen mod	TRb-SRC2 inh	ALDH1A1 block
Cc1ccc2cc3cc(C(=O)Nc4ccc(F)cc4Cl)oc3nc2c1	x	-5%	-17%	0%	-1%	x	-3%	x
CN(C)c1nc(-c2ccccc2)ns1	12%	-2%	-2%	7%	-2%	-4%	-3%	x
COc1ccc(C(=O)NCC(c2cccnc2)N2CCc3ccccc3C2)cc1OC (stereo unspecified)	x	u	7%	-11%	-30%	x	2%	x
Cc1ccccc1OCc1nc2c3cnn(-c4ccccc4Br)c3ncn2n1	x	-9%	-31%	0%	-4%	x	5%	x
CCOC(=O)c1sc2nc3c(SCCC#N)cc(C(=O)c4cc(F)ccc4O)cn3c(=O)c2c1C	-6%	u	1%	-16%	u	-4%	2%	-12%
CCCCOc1cccc(NC(=O)CSc2nccn2C)c1	2%[11.4 µM]	0%	-5%	3%	4%	4%	-5%	0%
CCOC(=O)c1ccc(NC(=O)CN(C)S(=O)(=O)c2ccc(Br)s2)cc1	12%	-7%	-4%	u	u	-6%	1%	u
COc1ccc(NC(=O)CO/N=C2\CCCc3nonc32)cc1	11%	-10%	-19%	5%	-12%	3%	0%	1%
CC(=O)Nc1ccc(C2(c3ccc(NC(C)=O)cc3)C(=O)Nc3ccccc32)cc1	x	3%	1%	-2%	-12%	4%	2%	0%
COC(=O)c1ccccc1OC(=O)c1ccc(Br)o1	3%[11.4 µM]	-9%	3%	0%	1%	-5%	0%	11%
CCN1CCN(c2nc(Nc3cccc(F)c3)nc(N)c2[N+](=O)[O-])CC1	-13%	-14%	0%	-4%	-15%	5%	-2%	x
CC(C)(C)CN1CCNC(=O)C1CC(=O)NCCc1cnn(-c2ccccc2)c1 (stereo unspecified)	0%	10%	-3%[53 µM]	3%	8%	10%	-6%[53 µM]	28%
CCOC(=O)CSc1nc2c(c(=O)n1-c1ccc(OCC)cc1)SCC2	2%	-5%	2%	-6%	-4%	0%	5%	8%
O=C(Cn1nc(Cc2cccnc2)c2ccccc2c1=O)Nc1cccnc1Cl	x	-7%	1%	3%	-4%	-25%	-4%	7%
CCN1C(=O)/C(=C\N(C)C)S/C1=N\S(=O)(=O)c1ccccc1	-14%	6%	-2%	7%	5%	-6%	3%	u
O=C(O)c1cccc2[nH]c(C(F)(F)F)nc12	9%	12%	-3%	-1%	6%	-16%	-1%	-1%
CCOc1ccc(C2CC(=O)c3c([nH]c(C(=O)OC)c3C)C2)cc1OC (stereo unspecified)	x	-3%	1%	-4%	0%	0%	0%	3%
CCCOc1ccc(/C=N/NC(=O)c2ccc(Cn3cc([N+](=O)[O-])cn3)o2)cc1	-2%	-12%	0%	-12%	-11%	2%	2%	17%
CCc1nc2c(cnn2-c2ccc(C)cc2)c(=O)n1-c1ccc(C)cc1	x	-20%	-1%	-1%	-13%	x	3%	x
Cc1cc(C)cc(OCC(=O)OCC(=O)Nc2ccc(Cl)cn2)c1	-7%	-2%	-3%	5%	-9%	5%	-1%	u
CCOc1cc(S(=O)(=O)NCc2ccco2)c(OCC)cc1-n1cnnn1	-2%	-1%	-5%	-4%	6%	-5%	2%	u
COc1ccc(CCNC(=O)CSc2nnc(-c3ccc(C)cc3)c(-c3ccc(C)cc3)n2)cc1OC	x	-15%	0%	-2%	-21%	x	-8%	x
Clc1ccc(CNc2ncnc3onc(-c4ccc(Cl)cc4)c23)cc1	x	-3%	0%	-9%	u	x	4%	x
Cc1cc(=O)oc(C)c1C(=O)NCCN(C)Cc1ccccc1	1%	-10%	-2%	-4%	-3%	4%	1%	-12%
